Screens as filed in PubChem.
Myeloid diff MLP – compounds promoting myeloid differentiation; hit rate 1% among 360,000; ER-HoxA9 myeloid progenitors, lysozyme-GFP differentiation, flow cytometry; calls only at 10 µM;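 active = normalized GFP-positive differentiation at or above the plate's own cutoff, the solvent-only control mean plus 3 SD; inconclusive = no clear call, values can overlap the other calls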;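 note: cells exposed to compound for four days before flow analysis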
bCat nuc transl – beta-catenin nuclear translocation modulation; HeLa beta-catenin nuclear translocation, immunofluorescence imaging; nuclear translocation activity, % at 5 µM; hit rate 0.3% among 190,000; AID 1665;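 active = nuclear translocation activity above 50% at 5 µM, with a well cell count of 50 or more; inconclusive = wells under 50 cells across six images, flagged as toxic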;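 note: per-cell ratio of nuclear to cytoplasmic median beta-catenin stain intensity; plate controls were DMSO negative control for no effect and GSK-3 inhibitor IX positive control for full effect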
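Technique: fluorescence imaging of beta-catenin antibody stain plus DAPI / Material: human HeLa cell line / Incubation: compound treatment 24 h, 37°C, 5% CO2 / Read-out basis: % activation of per-cell nuclear versus cytoplasmic median beta-catenin signal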
Dynein cargo inh – dynein cargo transport inhibition; 3617.4 mouse cells, GR-EGFP nuclear translocation imaging; test concentration mostly 20 µM; stimulated with dexamethasone, 1 µM; stronger effect = lower value; z-score, hits read low; hit rate 0.47% among 220,000;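 active = plate z-score of nuclear minus cytoplasmic receptor signal below a set negative limit, without overly bright fluorescence or cell loss, cut at about -3.5 in these data, passing the limit was not always enough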;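 note: z-score of nuclear minus cytoplasmic ring GR-EGFP intensity difference per well; some compounds called inactive have numbers as strong as hits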
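Buffer or medium: tet-free, stripped-serum medium; reagent: dexamethasone at 1.0 µM final, 30 min; incubation: 48 h induction, 1 h compound, 30 min dex at 37 °C; measured by: formaldehyde fixation, Hoechst nuclear stain, 10x automated fluorescence imaging; read-out: nuclear-to-cytoplasmic GR-EGFP distribution per well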
T cell HTS – T cell immune modulators affecting CD8 T cell-vesicle binding; 2C CD8+ T cell-vesicle binding, flow cytometry; stronger effect = lower value; calls only at 7 µM; hit rate 0.068% among 330,000; AID 2052;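 active = response, share of CD8 T cells binding vesicles, and their 90th percentile fluorescence all below set limits, cut at about 80% in these data, passing the limit was not always enough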
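Incubation: binding step 1.5 h, 37 °C, antibody labelling 20 min, ice; system: murine 2C transgenic CD8+ T lymphocytes; technique: cytometric PE anti-B7-1 and Alexa647 anti-CD8 signals after 1% paraformaldehyde fixation; also added: QL9-charged Drosophila Ld/ICAM-1/B7-1 vesicles; control set: naked versus QL9-loaded vesicles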
Lipid droplet – modulators of hepatic lipid droplet formation; hit rate 0.4% among 240,000; AML12 mouse hepatocytes, oleate lipid droplets, BODIPY imaging; inhibition, % at 6.5 µM;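 active = lipid droplet intensity inhibited by at least 50%, with more than 500 cells counted; inconclusive = wells with under 300 cells, treated as cytotoxic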
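System: AML12 hepatocytes (mouse). Probe or stimulus: oleic acid at 100 µM to induce lipid droplet formation. Times: overnight treatment with compound plus oleate. Detection: Image-based BODIPY and DAPI two-channel analysis. Evaluation: percent inhibition of filter-corrected integrated lipid droplet intensity per well.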
human PMI inhibition – inhibitors of human PMI, primary screen, biochemical, fluorescence intensity, coupled assay (AID 1209); purified PMI enzyme, coupled fluorescence intensity; higher % means a stronger effect; inhibition, % at 20 µM; hits with a dose series show IC50 in µM; hit rate 0.42% among 190,000; in the data active = inhibition above about 50%;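 note: plate controls were DMSO vehicle for no effect and wells lacking substrate for full effect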
Ins promoter up – MIN6 insulin promoter up-regulation. MIN6 insulin promoter-GFP reporter, high-content imaging; stronger effect = higher value. z-score at 5 µM. hit rate 0.3% among 190,000;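 active = z-score above 3 at 5 µM with at least 500 cells counted in the well; inconclusive = wells under 500 cells, flagged as cytotoxic or low count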
MT stabilize HCS – microtubule stabilizers in HeLa cells. hit rate 0.83% among 200,000. % tubulin-high responders, % at 10 µM. HeLa tubulin immunostaining HCS, 24 h; share of cells brighter than vehicle mean+2SD;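 active = plate Z-score above 3 for both tubulin-high and condensed-nucleus cell shares, with cell loss under 80%, at 10 µM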;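 note: anti alpha tubulin signal scored within the nucleus-defined area of each cell; some results filed as inactive read as strong as hits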
TNAP activators – stimulation of alkaline phosphatase TNAP activity – biochemical, luminescent, no phosphate acceptor, uHTS, primary screen (AID 1001); purified TNAP, luminescent activation assay, no phosphate acceptor; higher activation fold means a stronger effect; one-dose activation fold at 20 µM; EC50 in µM for titrated hits; hit rate 0.03% among 200,000; in the data active = activation fold from about 3, or a potency from the dose series; inactive = the rest, 99 in 100 with activation fold below about 1.6; note: many of its hits are not listed in these tables
Dynein cargo inh cytoplasmic EGFP – also measured in Dynein cargo inh; calls as there; z-score; measured here: cytoplasmic GR-EGFP intensity; stronger effect = higher value
Dynein cargo inh nuclear GR-EGFP – also measured in Dynein cargo inh; calls as there; z-score; measured here: nuclear GR-EGFP intensity;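 lower value marks the stronger effect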
Dynein cargo inh cell count – recorded beside Dynein cargo inh, whose call it bears; z-score; measured here: cell count per field
Ins promoter up cell count – recorded beside Ins promoter up, whose call it bears; cell count; measured here: cytotoxicity, nuclei count;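 total cells summed across four imaged fields per well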
Lipid droplet cells 6.5 µM – second read-out of Lipid droplet, no call of its own (marks repeat the call); cell count; measured here: cell count, cytotoxicity flag;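 cells counted across two imaged fields per well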
bCat nuc transl cell count 5 µM – also measured in bCat nuc transl; calls as there; cell count; measured here: cell count, cytotoxicity flag
T cell HTS vesicle-bound % – also measured in T cell HTS; calls as there; double positive events, %; measured here: CD8+ vesicle-bound cell fraction;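 binding gate set so that unloaded-vesicle control wells show 10% double positive cells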
MT stabilize HCS Hoechst-high % – further read-out of MT stabilize HCS, marked with its call; % Hoechst-high responders; measured here: nuclear condensation Hoechst responders;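 share of cells brighter than vehicle mean plus two SD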
MT stabilize HCS cytotoxicity % – further read-out of MT stabilize HCS, marked with its call; toxicity, %; measured here: cytotoxicity by cell density;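 0% = mean cell density of plate MIN control wells and 100% = no cells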
Myeloid diff MLP GFP+ MAC1+ % – also measured in Myeloid diff MLP; calls as there; GFP+ MAC1+ double positive, %; measured here: differentiation confirmed by MAC1 staining
An asterisk follows results filed as active; i = inactive; ? = inconclusive; / = no result given; + = active, no number.

Order of results: Myeloid diff MLP	Myeloid diff MLP GFP+ MAC1+ %	bCat nuc transl	bCat nuc transl cell count 5 µM	Dynein cargo inh	Dynein cargo inh cytoplasmic EGFP	Dynein cargo inh nuclear GR-EGFP	Dynein cargo inh cell count	T cell HTS	T cell HTS vesicle-bound %	Lipid droplet	Lipid droplet cells 6.5 µM	human PMI inhibition	Ins promoter up	Ins promoter up cell count	MT stabilize HCS	MT stabilize HCS Hoechst-high %	MT stabilize HCS cytotoxicity %	TNAP activators
- c1ccn2c(SCc3ccc4c(c3)OCCO4)nnc2c1
    i	1.7	-1.3	1056	-0.4	-0.21	-0.11	0.36	i	12	2	565	6%	0.51	1799	3.4	3.1	2.6	1.1
- Cc1ccc(-c2csc3nc(C)n(N)c(=O)c23)cc1
    i	0.3	-2.5	1013	-0.87	-0.18	-0.45	0.67	i	65	4	720	1%	0.83	1294	2.8	2.3	5.0	1.1
- NS(=O)(=O)c1ccc(N2C(=O)C3C4CC(C(Br)C4Br)C3C2=O)cc1 (stereo not drawn)
    /	/	-1.3	1041	0.32	-0.18	0.15	-0.21	/	/	3	672	-5%	-0.46	1644	2.9	1.3	4.6	0.9
- COc1cccc(NC(=O)CSc2nnc(Cn3nnc4ccccc43)n2C)c1
    i	0.6	-0.2	1124	1.2	-0.055	0.41	-0.66	i	54	6	734	9%	0.34	1238	1.7	1.9	0.1	1
- CCOc1c(Nc2ccc(C(C)C)cc2)c(=O)c1=O
    i	0.9	2.0	1341	0.82	-0.23	0.9	0.15	i	19	32	705	/	0	1033	/	/	/	/
- O=C(c1cccs1)N(Cc1ccco1)Cc1cc2ccccc2[nH]c1=O
    i	0.5	-6.0	893	-0.33	-0.13	0.25	0.21	i	3	/	/	-1%	?	/	6.4	2.1	4.4	0.9
- COC(=O)Cn1c(=NC(=O)c2ccc(OC)cc2)sc2cc(OC)ccc21
    i	0.4	-0.6	1081	0.099	-0.23	0.023	-0.041	i	49	4	590	13%	-0.68	1404	7.8	1.5	9.8	1.2
- CCOc1cc(OCC)cc(C(=O)Nc2cccc(C(C)=O)c2)c1
    i	1.2	-1.0	962	0.0079	-0.27	-0.37	0.11	i	16	5	723	18%	0.02	1273	5.7	1.9	6.6	1.1
- CSCCC(NC(=O)c1ccccc1Br)C(=O)NCC1CCCCC1 (stereo not drawn)
    +	0.7*	-1.2	1151	-0.56	-0.23	-0.21	0.67	i	54	-6	699	1%	-0.19	1223	1.9	2.8	8.4	1
- Cc1ccccc1NC(=O)c1snc2c(=O)[nH]cnc12
    /	/	3.8	816	-0.38	-0.3	-0.36	-0.21	i	62	1	646	5%	0.54	1653	7.9	1.0	6.3	1.1
- O=C1CCCCN1CCc1c[nH]c2ccccc12
    i	1.1	2.0	566	-0.56	-0.2	-0.19	-1.2	i	40	-5	759	-2%	/	/	2.9	1.7	2.3	1.1
- COc1ccc(-c2csc(NS(=O)(=O)c3ccc([N+](=O)[O-])cc3)n2)cc1
    i	0.6	0.1	555	-0.45	-0.095	-0.021	0.24	i	27	-2	581	-16%	-0.36	1311	2.1	2.2	0.3	1
- Cc1nn(CC(=O)Nc2ccc3c(c2)OCO3)c(C)c1[N+](=O)[O-]
    i	0.7	1.4	1456	-0.67	-0.35	-0.47	0.76	i	28	-1	674	14%	0.03	1530	3.4	2.4	13	0.9
- O=C(O)CCc1nnc2n(Cc3ccc(F)cc3)c(=O)c3ccccc3n12
    i	1.2	/	/	-1	-0.2	-0.49	0.056	i	48	/	/	3%	0.28	896	8.2	1.3	2.0	1.1
- Cc1ccc(Nc2nc(N)nc(CN3CCN(C)CC3)n2)cc1
    i	1.1	2.4	1141	-0.53	-0.24	-0.017	0.57	i	38	9	839	3%	0.49	1242	5.5	1.9	8.3	1.1
- Cc1nc(N2CCN(c3ccccn3)CC2)c2c(C)c(C(=O)Nc3ccc(F)cc3F)sc2n1
    i	0.4	0.6	537	-0.21	-0.11	0.04	0.41	i	9	-60	772	-4%	/	/	8.2	1.5	5.7	1.1
- NS(=O)(=O)c1ccc(NC(=O)C2CCCN(S(=O)(=O)c3ccc(F)cc3)C2)cc1 (stereo not drawn)
    i	6.6	/	/	-0.17	-0.27	-0.94	0.62	i	22	/	/	13%	/	/	2.2	1.1	4.0	1.1
- CC(C)(C)C(=O)CSc1ncnc2sc3c(c12)CCC3
    i	0.4	-1.3	1108	-0.5	0.58	-0.14	0.21	i	16	-13	666	-7%	0.14	1201	4.0	1.6	22	1
- C=CCn1c(SCC(=O)NC2CCS(=O)(=O)C2)nnc1-c1cc2c(s1)CCC(CC)C2 (stereo not drawn)
    i	1.4	-0.5	1111	0.031	-0.26	0.094	0.45	i	18	0	602	11%	-0.35	1411	4.1	1.9	9.6	1.1
- Cc1c(C(=O)Nc2ccccc2)sc2nc(-c3ccccc3)cn12
    i	0.2	-1.4	1094	-0.34	-0.18	-0.077	-0.27	i	34	32	688	12%	-0.46	1818	2.3	0.9	0.2	1.1

Following part:
Order of results: Myeloid diff MLP	Myeloid diff MLP GFP+ MAC1+ %	bCat nuc transl	bCat nuc transl cell count 5 µM	Dynein cargo inh	Dynein cargo inh cytoplasmic EGFP	Dynein cargo inh nuclear GR-EGFP	Dynein cargo inh cell count	T cell HTS	T cell HTS vesicle-bound %	Lipid droplet	Lipid droplet cells 6.5 µM	human PMI inhibition	Ins promoter up	Ins promoter up cell count	MT stabilize HCS	MT stabilize HCS Hoechst-high %	MT stabilize HCS cytotoxicity %	TNAP activators
- O=C(N1CCOCC1)N(CCN1CCOCC1)Cc1cccc2ccccc12
    i	0.4	-3.5	897	0.78	0.14	0.87	-1.8	i	45	-11	803	10%	/	/	1.4	1.1	6.6	1.1
- COc1ccccc1N1CCN(C(c2ccc(N(C)C)cc2)c2nnnn2CCc2ccccc2)CC1 (stereo not drawn)
    +	12*	/	/	0.35	-0.23	0.088	-0.78	i	38	-6	674	-1%	/	/	3.4	2.7	4.4	1.1
- CC(=O)c1cccc(NC(=O)N2CCCC2C(=O)NC2CCCCC2)c1 (stereo not drawn)
    i	0.7	-9.7	731	-0.39	-0.056	0.1	0.49	i	50	/	/	-10%	/	/	3.7	1.8	8.4	1.1
- CCOC(=O)c1cc2sc(C)cc2n1CCCN1C(=O)c2ccccc2C1=O
    i	0.6	0.5	1257	-1.1	-0.082	-1.2	0.44	i	41	/	/	15%	0.33	1648	3.4	1.8	6.7	1
- CCOC(=O)c1ccc2c(c1)N(CC(=O)N1CCCCC1)C(=O)C(C)(C)O2
    i	0.6	1.8	949	-1.1	-0.29	-1.2	1.3	i	36	-10	741	3%	/	/	2.9	1.6	2.9	1.1
- CCOC(=O)c1c(NC(=O)C2C3CCC(O3)C2C(=O)O)sc2c1CCCC2 (stereo not drawn)
    i	0.2	-0.1	1098	0.36	0.2	0.057	-0.79	i	45	3	678	0%	-0.42	1292	1.5	1.9	4.4	1.1
- Cc1cc(O)c(C2=Nc3ccccc3SC(c3ccc(Cl)cc3)C2)c(=O)o1 (stereo not drawn)
    i	0.7	2.0	852	-0.058	-0.18	-0.34	0.044	i	38	-30	618	9%	-0.97	945	5.8	4.3	1.1	1.2
- CC(C)NC(=O)CCS(=O)(=O)c1cccc2nonc12
    i	0.7	/	/	-0.11	-0.19	0.13	0.13	i	32	4	662	-3%	0.67	943	3.1	1.9	7.7	1.1
- O=C(Nc1ccc(Cl)cc1C(=O)NCc1cccnc1)c1ccc(Cl)cc1Cl
    i	1.1	-3.8	1128	-0.67	-0.16	-0.47	0.57	i	45	66*	584*	10%	-0.6	1479	5.2	12	8.3	1.1
- CCOc1ccc2c3c(c(=O)oc2c1OCC)CCCC3
    i	0.6	1.6	1289	0.39	-0.2	-0.68	-0.59	i	26	/	/	1%	-1.2	960	4.2	0.8	3.1	1
